Rin1-Abl PPI inh: human Rin1-Abl interaction inhibition. 360,000 compounds, 0.4% hits. TR-FRET Rin1/Abl binding, biochemical. P00519+Q13671. AID 588664. inhibition, % at 7.35 µM; in the data active means inhibition above about 5%, passing the limit was not always enough
Neddylation inh: inhibitors of human cullin neddylation | TR-FRET cullin neddylation, biochemical | calls only at 25 µM | 360,000 compounds, 0.58% hits | AID 651699; in the data active means inhibition above about 36%
MT1-MMP act inh: MT1-MMP (human) activation inhibition. P50281. HT1080 RFP-PRO-GFP cells, GFP/RFP ratio fluorescence, overnight; percent of plate control window, DMSO zero. GFP/RFP ratio change, % at 20 µM. 360,000 compounds, 0.061% hits. AID 651647;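 active means GFP/RFP ratio change of at least 30% with cell ATP level not reduced by more than half and red fluorescence within 50% of control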; further: strong numbers were not always called active
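Assay system: RFP-PRO-GFP reporter HT1080 cells; read-out basis: GFP/RFP fluorescence ratio; benchmarks: DMSO wells and RFP-L50D-GFP cells; doses: 20 µM single dose, 1% DMSO; schedule: overnight cell settling, then overnight compound exposure, 37 °C, 5% CO2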
Rpn11 block: blocks the human proteasome subunit Rpn11; O00487; human 26S proteasome, Ub4-pepOG fluorescence polarization; 20S core pre-blocked with epoxomicin; 360,000 compounds, 0.59% hits; calls only at 20 µM;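 active means inhibition at 20 µM, scaled to each plate's controls, above about 33%, limit read from the data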
CSN deneddyl inh: inhibitors of human CSN-mediated cullin deneddylation; 360,000 compounds, 0.38% hits; inhibition, % at 12.5 µM; AID 651999; Purified CSN, SCF-Nedd8-OG deneddylation, fluorescence polarization;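 active means pattern-corrected inhibition above about 35%, with an unprinted fluorescence ratio check between 0.5 and 1.5, limit read from the data, passing the limit was not always enough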;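 further: 0% = enzyme with substrate and 100% = substrate without enzyme; some results filed as inactive read as strong as hits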
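Assay system: Purified human Csn5 enzyme expressed in HEK293T cells | Amount: Enzyme 0.24 nM | Measured by: Fluorescence polarization readout | Medium: Tris/NaCl/DTT buffer, pH 7.5 | Compound dosing: One concentration, 12.5 µM, 0.25% DMSO | Times: 90 min incubation of compound, enzyme and substrate at room temperature | Control set: no-enzyme wells high, enzyme-with-substrate wells low | Read-out: % inhibition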
PABP1 MLLE inh: blocks PAM2 peptide binding to the PABP1 MLLE domain | P11940 | inhibition, % at 20 µM | 360,000 compounds, 0.36% hits | GST-MLLE / FITC-PAM2 fluorescence polarization; in the data active means inhibition above about 35%, passing the limit was not always enough;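 further: plate controls were DMSO wells with GST-MLLE for no effect and wells lacking GST-MLLE protein for full effect; some results filed as inactive read as strong as hits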
NadD block: NadD (S. aureus) enzyme inhibition | purified NadD enzyme, colorimetric absorbance read-out | inhibition, % at 20 µM | 360,000 compounds, 0.78% hits | AID 602399; in the data active means inhibition above about 26%; further: some compounds past the cut are filed as inactive
SKN-1 inh: C. elegans SKN-1 inhibition | inhibition, % at 21.8 µM | C. elegans VP596 Pgst-4::GFP/RFP ratio, acrylamide-induced, 24 h | AID 624304 | 360,000 compounds, 0.49% hits;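 active means interference check ratio from 0.5 to 1.5 plus GFP to RFP signal ratio inhibition reaching or exceeding a fixed threshold, cut at about 30% in these data, passing the limit was not always enough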; further: some compounds called inactive have numbers as strong as hits
FAS TE block: inhibitors of human fatty acid synthase thioesterase domain | AID 602261 | recombinant FAS-TE, OMFH fluorogenic substrate, fluorescence endpoint | inhibition, % at 15 µM | 360,000 compounds, 0.67% hits;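 active means compounds whose normalised, plate-corrected inhibition of enzyme fluorescence in the single-dose primary screen is 50% or more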;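 further: 0% = DMSO with enzyme and 100% = substrate without enzyme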
Target sequence (P49327 whole entry, looked up, the tested form may be a part): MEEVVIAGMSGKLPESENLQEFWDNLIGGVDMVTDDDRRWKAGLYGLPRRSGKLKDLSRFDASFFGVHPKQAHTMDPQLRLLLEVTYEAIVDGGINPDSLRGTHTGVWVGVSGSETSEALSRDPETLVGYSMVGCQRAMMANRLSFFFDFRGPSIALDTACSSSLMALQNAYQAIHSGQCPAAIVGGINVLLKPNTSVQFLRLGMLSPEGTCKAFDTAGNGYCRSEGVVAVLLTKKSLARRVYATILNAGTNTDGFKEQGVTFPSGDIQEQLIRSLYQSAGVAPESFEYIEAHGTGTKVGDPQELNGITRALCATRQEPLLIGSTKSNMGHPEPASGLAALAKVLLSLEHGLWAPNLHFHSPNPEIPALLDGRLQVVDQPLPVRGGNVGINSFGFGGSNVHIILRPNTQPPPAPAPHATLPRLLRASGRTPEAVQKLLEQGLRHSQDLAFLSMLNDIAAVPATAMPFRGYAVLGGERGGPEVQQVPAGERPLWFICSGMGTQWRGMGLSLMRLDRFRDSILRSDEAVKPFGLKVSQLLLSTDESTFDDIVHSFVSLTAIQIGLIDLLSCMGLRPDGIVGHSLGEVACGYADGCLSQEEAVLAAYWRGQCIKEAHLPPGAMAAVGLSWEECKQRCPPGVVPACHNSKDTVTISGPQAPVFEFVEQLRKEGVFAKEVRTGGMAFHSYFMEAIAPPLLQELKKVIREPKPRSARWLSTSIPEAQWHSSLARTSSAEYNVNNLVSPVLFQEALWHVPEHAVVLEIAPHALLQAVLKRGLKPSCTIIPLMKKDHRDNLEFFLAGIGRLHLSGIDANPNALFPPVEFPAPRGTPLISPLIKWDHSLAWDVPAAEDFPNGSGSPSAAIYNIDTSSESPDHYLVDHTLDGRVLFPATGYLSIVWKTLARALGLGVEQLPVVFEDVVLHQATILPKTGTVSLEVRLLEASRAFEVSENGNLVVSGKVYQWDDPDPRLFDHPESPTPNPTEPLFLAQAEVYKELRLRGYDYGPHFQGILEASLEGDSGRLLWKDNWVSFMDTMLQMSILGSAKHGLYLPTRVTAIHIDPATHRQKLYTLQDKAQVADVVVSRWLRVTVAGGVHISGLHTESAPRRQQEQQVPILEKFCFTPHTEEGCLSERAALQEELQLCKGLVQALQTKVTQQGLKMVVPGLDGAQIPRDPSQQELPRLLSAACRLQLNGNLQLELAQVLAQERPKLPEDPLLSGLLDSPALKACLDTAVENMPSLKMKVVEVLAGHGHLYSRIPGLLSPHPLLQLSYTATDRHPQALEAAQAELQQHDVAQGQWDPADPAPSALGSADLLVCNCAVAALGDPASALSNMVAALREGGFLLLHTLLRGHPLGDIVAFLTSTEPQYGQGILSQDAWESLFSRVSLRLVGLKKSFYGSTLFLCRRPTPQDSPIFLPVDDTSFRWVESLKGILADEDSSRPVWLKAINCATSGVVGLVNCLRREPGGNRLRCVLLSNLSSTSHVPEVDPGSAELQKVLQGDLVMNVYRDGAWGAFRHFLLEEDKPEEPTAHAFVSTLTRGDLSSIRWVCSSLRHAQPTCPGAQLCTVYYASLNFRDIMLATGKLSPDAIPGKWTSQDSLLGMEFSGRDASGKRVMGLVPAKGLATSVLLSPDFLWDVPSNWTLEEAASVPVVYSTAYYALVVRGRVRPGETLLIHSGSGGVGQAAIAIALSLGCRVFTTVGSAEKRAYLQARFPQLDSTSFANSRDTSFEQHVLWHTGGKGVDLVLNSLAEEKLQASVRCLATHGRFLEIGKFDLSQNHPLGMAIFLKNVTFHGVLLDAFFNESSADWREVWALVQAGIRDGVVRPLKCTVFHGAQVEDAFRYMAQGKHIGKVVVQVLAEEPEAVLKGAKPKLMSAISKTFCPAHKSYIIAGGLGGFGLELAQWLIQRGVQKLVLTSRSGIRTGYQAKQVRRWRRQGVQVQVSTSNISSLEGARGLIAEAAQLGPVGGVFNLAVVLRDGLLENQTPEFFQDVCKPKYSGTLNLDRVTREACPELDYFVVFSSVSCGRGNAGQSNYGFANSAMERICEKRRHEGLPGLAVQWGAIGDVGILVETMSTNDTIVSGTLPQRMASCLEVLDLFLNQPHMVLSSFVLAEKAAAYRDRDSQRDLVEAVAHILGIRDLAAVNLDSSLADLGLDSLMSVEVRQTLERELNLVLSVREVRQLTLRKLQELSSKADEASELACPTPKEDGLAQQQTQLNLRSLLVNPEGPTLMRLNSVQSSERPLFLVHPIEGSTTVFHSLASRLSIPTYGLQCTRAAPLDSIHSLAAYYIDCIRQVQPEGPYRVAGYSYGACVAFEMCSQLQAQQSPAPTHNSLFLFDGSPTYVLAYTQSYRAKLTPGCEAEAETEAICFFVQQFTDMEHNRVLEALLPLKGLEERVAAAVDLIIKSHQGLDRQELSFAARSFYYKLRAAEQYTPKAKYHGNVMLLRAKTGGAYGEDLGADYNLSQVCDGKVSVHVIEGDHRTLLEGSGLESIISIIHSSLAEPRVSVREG
* hit, by the source's call; i = inactive; / = not tested or not shown. Random draw from the library; 3.9% or so of the library scored in one or more.

The line under a structure holds: Rin1-Abl PPI inh	Neddylation inh	MT1-MMP act inh	Rpn11 block	CSN deneddyl inh	PABP1 MLLE inh	NadD block	SKN-1 inh	FAS TE block
CCOC(=O)CSc1nc2ccc(C)cc2[nH]1
  -2.2	i	5.2	i	-2.0	-25.0	-4.4	-14.2	-1.2
Cn1c2ccccc2c(=O)c2c(=O)n(-c3ccccc3)c(-c3ccc(C(C)(C)C)cc3)nc21
  -0.4	i	2.1	i	4.5	5.5	16.2	-4.6	24.8
CC(CN1C(C)CCCC1C)OC(=O)c1ccccc1F (centres undefined)
  1.0	i	2.4	i	1.7	1.1	-1.9	1.6	-5.4
CCOC(=O)c1cc(C(C)(C)C)nc(SC)c1C#N
  -1.1	i	-0.6	i	-1.8	-13.7	-5.8	3.3	26.8
Cc1ccc(NC(=O)CSc2nc3ccccc3nc2N2CCOCC2)cc1
  3.4	i	0.5	i	3.2	-9.0	6.1	19.0	19.5
CS(=O)(=O)N(CC(=O)N1CCC(C(N)=O)CC1)c1cc(C(F)(F)F)ccc1Cl
  5.4	i	0.0	i	3.6	6.8	-0.5	4.9	-0.4
CN(C)S(=O)(=O)c1cccc(NC(=O)COC(=O)c2cc(=O)c3ccccc3o2)c1
  2.7	i	-1.1	i	1.7	3.0	-3.6	-15.1	-3.4
Cc1cc2c(=O)n(C)c(SCC(=O)Nc3cccc(O)c3)nc2s1
  -0.5	i	-0.7	i	0.5	3.8	-8.7	17.3	-0.8
NCC(O)(c1ccc(Cl)cc1)c1ccc(Cl)cc1
  0.3	i	2.8	i	-2.5	2.3	-3.8	-7.8	-2.0
CC(=O)c1cc(F)c(N2CCN(C(=O)COc3ccc(F)cc3)CC2)cc1C
  5.1	i	8.7	i	-1.7	8.0	-1.2	-12.4	-10.8

Further entries.
The line under a structure holds: Rin1-Abl PPI inh	Neddylation inh	MT1-MMP act inh	Rpn11 block	CSN deneddyl inh	PABP1 MLLE inh	NadD block	SKN-1 inh	FAS TE block
CCCC(C(=O)OCCN(CC)CC)(c1ccccc1)c1ccccc1
  -2.2	i	-2.4	i	-6.5	-0.1	-4.5	3.0	4.4
O=C(COC(=O)CNC(=O)C12CC3CC(CC(C3)C1)C2)Nc1ccccc1
  3.5	i	4.5	i	6.7	-11.2	-13.2	9.5	1.4
CN1CCN(C(=O)c2ccc3c(c2)N(Cc2ccccc2)CCS3)CC1
  -1.1	/	-1.0	i	-6.2	15.7	3.9	10.4	-0.9
COc1ccc(-c2cc(=O)oc3c(C)c(OCC(=O)NCCCn4ccnc4)ccc23)cc1
  -3.7	i	-1.3	i	5.6	2.6	14.5	4.6	-1.2
O=C1CC(N2CCN(c3cccc(C(F)(F)F)c3)CC2)C(=O)N1c1ccccc1F (centres undefined)
  -2.2	i	2.0	i	0.4	-2.5	-0.5	0.3	14.4
COC(=O)CSC(C)C(=O)Nc1nnc(C(C)C)s1 (centres undefined)
  0.3	i	-3.6	i	-2.9	-6.7	-3.8	-2.2	-9.4
N#CC1=C(N)Oc2[nH]c(=S)[nH]c(=O)c2C12C(=O)Nc1ccccc12 (centres undefined)
  0.8	i	1.6	i	2.6	31.7	3.1	12.4	-11.1
Cc1cc(C)n(C(=O)CNC(=O)C(c2ccccc2)c2ccccc2)n1
  2.5	i	-0.3	i	4.6	6.2	-3.8	5.6	-1.2
Cc1cc([N+](=O)[O-])nn1CC(=O)N1CCc2ccccc2C1
  -2.3	i	2.7	i	-3.5	-1.0	-1.8	20.1	41.4
COc1cccc(N(CC(=O)NC2CCCCC2)C(=O)Cn2nnc(-c3ccc(C)o3)n2)c1
  -0.3	i	0.2	i	3.6	-8.4	-2.6	8.7	16.1

(cont.)
The line under a structure holds: Rin1-Abl PPI inh	Neddylation inh	MT1-MMP act inh	Rpn11 block	CSN deneddyl inh	PABP1 MLLE inh	NadD block	SKN-1 inh	FAS TE block
CN(CC(=O)Nc1c(Cl)cccc1Cl)C(=O)Cc1cccs1
  1.4	i	1.5	i	-2.7	5.8	5.7	9.3	-3.6
O=C(COC(=O)COc1ccc(Cl)cc1)NCCCc1ccccc1
  -2.3	i	-5.2	i	3.2	1.4	-4.8	0.7	-6.3
CC1=CC(C)(C)N(C(=O)C(C)N2C(=O)c3ccccc3C2=O)c2ccc(C)cc21 (centres undefined)
  -4.9	i	0.4	i	3.2	2.5	1.7	-6.3	10.0
Cc1cccc(NS(=O)(=O)c2cccc(C(=O)N3CCCC(C(F)(F)F)C3)c2)c1 (centres undefined)
  -3.3	i	-1.0	i	-5.8	1.0	-0.1	12.8	6.2
O=C(CCCCCN1C(=O)[C@@H]2Cc3ccccc3CN2C1=O)Nc1ccccc1Cl
  -1.5	i	1.9	i	3.6	-9.5	-4.6	4.1	-1.5
CC(=O)N1c2ccc(S(=O)(=O)NCC3CCC(C(=O)Nc4ncccc4C)CC3)cc2CC1C (centres undefined)
  3.1	i	0.9	i	0.7	-0.1	5.7	-4.2	-8.8
S=C(NCCc1ccccc1)Nc1ccc(Br)cn1
  1.3	i	-1.2	i	9.3	-102.9	-1.5	3.6	26.8
CCCCOCCCn1cnc2c([nH]c3cc(OC)ccc32)c1=O
  -2.9	i	10.6	i	-1.8	1.7	-9.9	-22.6	0.6
Cc1cc(C)n(-c2nc3ccccc3nc2NCCc2ccccc2)n1
  -1.1	i	0.6	i	-1.6	-9.1	15.0	0.6	24.3
CCN1C(=O)C2C(C1=O)N1C(c3ccccc3)C3C(=O)N(CC)C(=O)C3N1C2c1ccccc1 (centres undefined)
  5.4	i	-0.2	i	5.7	-3.9	-1.5	-14.2	-14.5

(list continues)
The line under a structure holds: Rin1-Abl PPI inh	Neddylation inh	MT1-MMP act inh	Rpn11 block	CSN deneddyl inh	PABP1 MLLE inh	NadD block	SKN-1 inh	FAS TE block
COC(=O)CSc1nnc(NC(=O)C2CC(=O)N(c3ccc(F)cc3)C2)s1 (centres undefined)
  -0.2	i	-3.2	i	2.6	-37.4	-2.6	13.8	0.1
CN=C(Nc1ccccc1)SC1CC(=O)N(c2ccc(C(=O)OC)cc2)C1=O (centres undefined)
  3.3	i	2.7	i	-2.0	-8.8	-2.2	25.1	14.8
Cc1cc(=O)[nH]c2c1c(C)nn2C1CCCC1
  -1.9	i	-2.3	i	-8.9	0.3	-3.0	-26.3	-7.9
COc1ccc(CNC(=O)C[C@H]2C[C@H](C(=O)N3CCCCC3)[C@@]3(C)c4[nH]c5ccc(Cl)cc5c4CCN3C2=O)cc1OC
  -0.2	i	-7.8	i	5.7	2.6	-4.2	-17.4	6.6
CCNC(=O)C1(C)CCN(C(=O)c2ccc3c(c2)CCO3)C1 (centres undefined)
  -1.2	i	-3.0	i	-7.0	3.9	4.6	13.1	-6.5
CN(C)CCCNc1oc(-c2ccc(Cl)cc2)nc1S(=O)(=O)c1ccccc1
  3.1	i	2.1	i	-4.3	5.6	-4.6	16.0	-1.3
Cc1ccc(/C=N/n2c(-c3ccc(Cl)cc3)n[nH]c2=S)o1
  -0.1	i	-1.2	i	-3.2	-28.9	1.9	-5.8	-5.4
COc1ccc(NC(=O)c2ccc(NS(=O)(=O)c3cccc4cccnc34)cc2)cc1
  0.2	i	-0.1	i	-2.9	20.4	7.5	10.6	3.4
CCOc1ccc(N(CC(=O)N2CCOCC2)S(=O)(=O)c2ccc(SC)cc2)cc1
  1.2	i	0.4	i	4.8	15.8	-6.3	-13.6	4.0
COc1ccc2[nH]c3c(c2c1)CCN1C(=O)C(CC(=O)NCc2ccc(OC)c(OC)c2)C[C@H](C(=O)N2CCCCC2)[C@@]31CCc1ccccc1 (some centres undefined)
  -0.1	i	-19.6	i	0.9	3.2	-0.9	-13.0	30.0

Single entries from the list.
Reading for Cn1c2ccccc2c(=O)c2c(=O)n(-c3ccccc3)c(-c3ccc(C(C)(C)C)cc3)nc21 under FAS TE block: 24.8
Reading for NCC(O)(c1ccc(Cl)cc1)c1ccc(Cl)cc1 under FAS TE block: -2.0

The list continues.
The line under a structure holds: Rin1-Abl PPI inh	Neddylation inh	MT1-MMP act inh	Rpn11 block	CSN deneddyl inh	PABP1 MLLE inh	NadD block	SKN-1 inh	FAS TE block
N#Cc1ccc(COC(=O)c2cnc(Cl)c(Cl)c2)cc1
  -0.3	i	-0.2	i	3.9	5.5	-7.0	-8.6	24.5
COc1ccc(S(=O)(=O)N2CCCC2CNC(=O)C(=O)NCCc2ccccc2)cc1 (centres undefined)
  7.7	i	-3.8	i	-4.9	-2.2	-5.7	2.9	3.9
N#Cc1ccc(N[C@@H]2CCN3C(=O)c4ccccc4[C@@H]3C[C@H]2O)cc1
  -1.4	i	1.7	i	0.0	-53.6	1.8	-3.5	-5.3
CCN(CC)S(=O)(=O)c1ccc(OC(C)C)c(NC(=O)c2c3c(nc4ccccc24)CCN(Cc2ccccc2)C3)c1
  -0.3	i	-16.3	i	8.1	-2.2	22.9	5.8	32.6
CC(C)(C)n1cnc2cc(NCc3ccc(Br)cc3)ccc21
  3.6	i	/	i	6.6	13.2	-11.4	-10.0	-1.5
CCN(C(=O)COC(=O)CCS(=O)(=O)c1ccccc1)c1c(N)n(Cc2ccccc2)c(=O)[nH]c1=O
  2.0	i	-0.7	i	1.9	3.6	1.8	0.8	-6.8
CC(=O)c1ccc2c(ccc3ccccc32)c1
  -7.4	i	-0.6	i	-2.0	7.3	1.3	19.6	15.0
O=C(CSc1ccccc1F)NC(=O)c1ccccc1Br
  -3.2	i	1.2	i	-0.9	13.8	2.8	16.1	0.5
Nc1c2c(nc3ccc(Br)cc13)N(c1ccccc1)CC2
  -1.3	i	3.2	i	10.0	-13.2	11.8	3.4	10.3
COc1ccc(N(CC(=O)N2CCCCCC2)S(=O)(=O)c2ccccc2[N+](=O)[O-])c(OC)c1
  2.2	i	-2.1	i	-1.0	-136.5	5.6	-4.9	0.3

Carrying on.
The line under a structure holds: Rin1-Abl PPI inh	Neddylation inh	MT1-MMP act inh	Rpn11 block	CSN deneddyl inh	PABP1 MLLE inh	NadD block	SKN-1 inh	FAS TE block
CC1CCCC(C)N1C(=O)CSc1nnnn1Cc1ccccc1 (centres undefined)
  -0.8	i	-3.0	i	-5.3	-19.0	-6.4	-13.6	-4.4
COCCCNC(=O)c1cccc2c(-c3cccc(C(N)=O)c3)coc12
  -3.7	i	6.4	i	-1.0	0.6	-1.1	-3.5	-2.5
CCOc1ccc(/C(O)=C2/C(=O)C(=O)N(CC3CCCO3)C2c2cccs2)cc1 (centres undefined)
  0.6	i	1.3	i	-7.1	2.7	13.4	9.5	-14.0
Fc1cc(Br)ccc1NC(=S)NCCc1ccccc1
  2.9	i	-1.6	i	3.0	10.6	-2.5	-1.4	19.2
COC(=O)c1ccccc1COc1cccn2c(N(C)C(=O)CCC3CCCC3)c(C)nc12
  0.3	i	-17.9	i	5.9	-0.1	9.3	9.1	13.0
O=C(NCCNC(=O)c1cc(OCC(F)(F)F)ccc1OCC(F)(F)F)Nc1ccccc1
  -2.5	i	2.8	i	0.0	-1.4	-1.6	-1.5	3.9
O=C(NCC1CCCO1)c1ccc(N2CCCCC2)nc1 (centres undefined)
  0.6	i	0.7	i	4.4	1.5	-6.7	5.2	-11.6
COc1ccc(-c2cc3c(=O)n(CC(=O)NCc4cccnc4)ncn3n2)cc1
  -3.9	/	-1.8	i	-3.1	5.2	-2.9	10.7	-1.1
CCOc1nc(C)ccc1-c1noc(-c2ccccc2OC)n1
  1.9	i	-3.9	i	1.4	-13.9	-2.7	-4.0	10.6

High-throughput results from PubChem BioAssay.
